GlmU inhibition: inhibition of mycobacterial GlmU enzyme – biochemical, glucosamine-1-phosphate acetyltransferase (AID 1376); M. tuberculosis GlmU acetyltransferase enzyme assay; higher % means a stronger effect; one-dose inhibition, %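 (tested at 30 µM in the primary screen)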; IC50 in µM for titrated hits; 220,000 tested, 0.25% active; in the data active means inhibition above about 13%;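 further: 0% = complete reaction with vehicle and 100% = reaction without substrate; strong numbers were not always called active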
Mtb RmlCD inh: blocks M. tuberculosis RmlC and RmlD coupled enzymes; RmlC+RmlD coupled enzyme assay, percent inhibition; primary screen in compound mixtures; inhibition, % at 3.6 µM; 160,000 tested, 0.03% active; P9WH09+P9WH11; in the data active means inhibition mostly above about 34%, no sharp cut-off; further: some results filed as inactive read as strong as hits
Target sequence (P9WH09 whole entry, looked up): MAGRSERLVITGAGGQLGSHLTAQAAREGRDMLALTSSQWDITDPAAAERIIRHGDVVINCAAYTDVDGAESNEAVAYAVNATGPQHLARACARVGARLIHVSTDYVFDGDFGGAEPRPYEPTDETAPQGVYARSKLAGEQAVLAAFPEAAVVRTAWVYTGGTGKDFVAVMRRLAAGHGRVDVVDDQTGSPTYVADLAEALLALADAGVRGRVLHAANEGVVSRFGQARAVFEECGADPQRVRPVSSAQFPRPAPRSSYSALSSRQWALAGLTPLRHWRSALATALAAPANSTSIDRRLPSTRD
Target sequence (P9WH11 whole entry, looked up): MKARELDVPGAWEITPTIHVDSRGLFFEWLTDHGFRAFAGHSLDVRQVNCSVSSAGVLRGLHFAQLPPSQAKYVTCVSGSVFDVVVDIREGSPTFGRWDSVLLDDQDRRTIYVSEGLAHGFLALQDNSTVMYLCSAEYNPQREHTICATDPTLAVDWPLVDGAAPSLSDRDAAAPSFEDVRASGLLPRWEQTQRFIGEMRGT
Active calls of the source: *; x = no result given; & = joins results of further samples. These rows are one share of the data. The share of hits here may be higher or lower than overall.

SMILES | GlmU inhibition | Mtb RmlCD inh
Cc1ccc(C(=O)CSc2cc(C)nc(SCC(=O)c3ccccc3)n2)cc1 | -2.5% | 3
Cc1nn(CCC#N)c(NC(=O)c2ccccc2)c1P(=O)(Nc1ccc(Br)cc1)N1CCOCC1 (centres undefined) | -4.9% | -12
CCN(CC)S(=O)(=O)c1ccc(C)c(NC(=O)COC(=O)CNC(=O)c2ccc(C(C)(C)C)cc2)c1 | -5.3% | -1
O=C(CCc1ccccc1)Nc1ccc(N2CCOCC2)c(Cl)c1 | 0.1% | x
CCCCOc1ccc(C(=O)NCC2(c3ccc(OC)cc3)CCOCC2)cc1 | -5.2% | 3
CCOC(=O)c1cnn(CCOC(=O)c2ccccc2F)c1NC(=O)c1ccccc1F | -1.1% | -9
CCOC(=O)c1ccc(NC(=O)CN2C(=O)NC3(CCCCCC3)C2=O)cc1 | -1.1% | 4
Cc1onc(COc2ccccc2O)c1Br | -1.2% | x
COc1ccc(-c2ccc(OC)c([C@H]3[C@@H]4C=CCC[C@@]4(C)C(=O)N3Cc3ccccc3)c2)cc1OC | -2.8% | x
Nn1c(Nc2ccc(Cl)cc2)nncc1=O | -1.4% | x
CCN(CC)S(=O)(=O)c1ccc(Cl)nc1 | 9.1% | -8
COc1ccc(C(=O)N2CCN(C3CCN(Cc4ccccc4)CC3)CC2)cc1OC | x | -9
COc1ccc2c(c1)SC1=NCCS(=O)(=O)N12 | 3.8% | 6
COc1ccc(NC(=O)C2CCCN2C(=O)Oc2ccccc2)cc1 (centres undefined) | 0.4% | 20
COc1ccc(-c2cn[nH]c2C)cc1 | 0.4% | 109
CN(C)S(=O)(=O)c1ccc(C(=O)N2CCN=C2SCc2ccccc2)cc1 | -4.1% | 6
Cc1c(C(=O)NC(=S)Nc2ccc(NC(=O)c3cccs3)cc2)cccc1[N+](=O)[O-] | 4.0% | x
N#C/C(=C\c1cc(Cl)ccc1O)C(=O)NC1CCCCC1 | -2.0% | x
CC(C)N1CC(C(=O)Nc2ccccc2)CC1=O (centres undefined) | -5.6% | x
Cc1ccc(Cl)cc1N(CC(=O)NC1CCCCC1)S(C)(=O)=O | 0.8% | x
O=C(Nc1ccccc1)N1CCN(c2nc3ccccc3s2)CC1 | -0.9% | 5
Cc1nc(N(C)C)c2sc(=S)n(Cc3ccccc3)c2n1 | -0.3% | 8
COc1ccc(-c2onc(C)c2-c2cscn2)c(O)c1 | 4.5% | 3
Cc1nnc(SCC(=O)c2ccccc2F)n1Cc1ccccc1 | -0.2% | 108
Cc1ccc(C2=N/C(=C\c3cccs3)C(=O)N2Nc2ccccc2)cc1 | 2.2% | 2
CC(C)NC(=O)CCCOc1ccc(Cl)cc1Cl | -2.0% | 16
COC(=O)c1cc(Br)ccc1NC(=O)Nc1ccccc1 | 2.2% | x
O=C(c1ccccc1)c1cnc(Nc2ccc(Cl)c(Cl)c2)s1 | 1.1% | 4
C=CCn1c(N)c(-c2nc3ccccc3n2C)sc1=S | -2.5% | -7
COc1ccc(NC(=O)CSc2nc(NS(=O)(=O)c3ccccc3)cc(=O)[nH]2)cc1 | -2.2% | x
Nc1c(N2CCN(c3ccccc3)CC2)c2ccccc2oc1=O | 1.9% | x
COc1ccc(C(CNC(=O)c2cc(F)c(F)c(F)c2F)N2CCOCC2)cc1 (centres undefined) | -2.2% | -14
Cc1ccc(S(=O)(=O)/N=C/c2ccco2)cc1 | -5.2% | 9
COc1ccccc1-n1c2c(cc(C(=O)N3CCC(C)CC3)c1=O)C(=O)CC(C)(C)C2 | 2.6% | 11
O=C(NC1(O)C(=O)c2ccccc2C1=O)c1c(Cl)cccc1Cl | 7.0% | -3
O=C(Oc1ccc(Br)cc1)c1n[nH]c(=O)c2ccccc12 | 2.4% | -8
CN(C)CCN(Cc1cccs1)c1ccccn1 | -3.2% | x
Cn1cc(CN(CCO)Cc2cccs2)c(-c2cccc(Cl)c2)n1 | -1.0% | x
Cn1c(=O)c2c(nc(SCC(=O)Nc3ccccc3N3CCCCC3)n2C)n(C)c1=O | 2.6% | -3
COc1ccc(CCNC(=O)C(=O)NCC2OCCN2S(=O)(=O)c2ccc(Br)cc2)cc1 (centres undefined) | -7.9% | -3
CC1CCN(CC(=O)c2c[nH]c3ccccc23)CC1 | 4.0% | x
CC(C)N(CCO)C(=O)CCc1nnc(CCCc2ccccc2)o1 | 3.0% | -7
CC1=C(C(=O)OCc2ccccc2)C(c2cccnc2)n2ncnc2N1 (centres undefined) | -2.6% | x
CC(C)C(NC(=O)C1CCCCC1)C(=O)Nc1ccc2c(c1)OCCO2 (centres undefined) | -2.9% | -3
CC1CCN(C(=O)C(C)Sc2nc(-c3ccccc3)cc(C(F)(F)F)n2)CC1 (centres undefined) | -1.0% | 8
COc1ccc(CCN2CC34C=CC(O3)C(C(=O)NCc3ccccc3Cl)C4C2=O)cc1OC (centres undefined) | -5.1% | 5
O=C(CN1CCCC1)N1c2ccccc2Sc2ccccc21 | 1.3% | x
CC1=NC(Nc2nc(C)c3ccccc3n2)=NC(C)(C)C1 | -7.6% | 7
O=S(=O)(NC(=NCCc1ccc(Cl)cc1)c1ccccc1Cl)c1cccs1 | -1.1% | x
Nc1ccccc1SCc1c(Cl)cccc1Cl | 0.8% | 0
Cc1ccc(NC(=S)NCCc2c[nH]c3ccccc23)cc1 | 0.7% | x
CN(C)c1cc[n+](CC(=O)Nc2c(Cl)cc(Cl)cc2Cl)cc1 | 4.3% | -2
CC(=O)c1ccc(NC(=O)Nc2ccc3c(c2)N(C)C(=O)CS3)cc1 | -0.8% | -18
COc1ccc(CCNC(=O)Cn2cnc3ccccc3c2=O)cc1OC | 0.8% | x
Cc1ccc(C(=O)NC(=S)Nc2ccc3[nH]c(=O)[nH]c3c2)cc1C | -2.6% | x
O=C(COC(=O)C1CCN(S(=O)(=O)c2ccc3c(c2)OCCO3)CC1)Nc1ccccc1OC(F)F | 1.4% | 22
COc1cc(/C=N/O)ccc1OCc1ccccc1Cl | 1.8% | x
CC(C)C(NC(=O)c1ccccc1NC(=O)c1ccco1)C(=O)NNC(=O)c1ccncc1 (centres undefined) | 1.6% | 10
CC(=Nc1ccccc1)c1sc2ccccc2c1O | 5.3% | -7
CCn1c(SCC(=O)Nc2nonc2C)nnc1-c1ccoc1C | 3.9% | 26

At a glance, some entries already given.
SMILES | GlmU inhibition | Mtb RmlCD inh
CC(=Nc1ccccc1)c1sc2ccccc2c1O | 5.3% | -7
CCn1c(SCC(=O)Nc2nonc2C)nnc1-c1ccoc1C | 3.9% | 26

Compound profiles (already shown).
`O=C(COC(=O)C1CCN(S(=O)(=O)c2ccc3c(c2)OCCO3)CC1)Nc1ccccc1OC(F)F` across the screens: GlmU inhibition: 1.4%; Mtb RmlCD inh: 22
`O=C(CN1CCCC1)N1c2ccccc2Sc2ccccc21` across the screens: GlmU inhibition: 1.3%; Mtb RmlCD inh: x

The list continues:
SMILES | GlmU inhibition | Mtb RmlCD inh
Cc1ccc(NC(=O)CS(=O)CC(=O)NC(C)CCc2ccco2)cc1Cl (centres undefined) | 2.1% | x
O=CN1CCc2scc[n+]2-c2ccccc21 | -10% | x
O=C(Nc1ccccc1)C12CC3CC(C1)CC(n1cnc([N+](=O)[O-])n1)(C3)C2 | 0.4% | -1
Cc1onc(-c2ccccc2)c1CNS(=O)(=O)c1cccc(Br)c1 | 0.0% | -9
CCN(CC)c1ccc(C2C3CCCCC3(O)CCN2CC(=O)N2CCCCC2)cc1 (centres undefined) | 0.5% | 61
CCOc1ccccc1OCCCC(=O)N1CCN(S(=O)(=O)c2ccc(C)cc2)CC1 | -3.2% | x
CC(C)C(=O)c1cn(CC(=O)N2CCCc3ccccc32)c2ccccc12 | 1.4% | x
Cc1ccc(P(=O)(CSC(=N)N)c2ccc(C)cc2)cc1 | 5.8% | 13
COC(=O)Cc1cc(=O)[nH]c(/N=C(\N)Nc2cccc(C)c2)n1 | 6.9% | -15
CCc1cc(C)c(O)c(CC)n1 | 0.0% | -9
Cc1cc(Br)ccc1OCC(=O)N1CCCCCC1 | -2.7% | 6
CC1CN(C)C(C)C/C1=N\Oc1ccc([N+](=O)[O-])cc1 (centres undefined) | -6.1% | 13
Cc1cc(C(=O)COc2cccnc2[N+](=O)[O-])c(C)n1Cc1cccs1 | -1.9% | -11
O=C(Nc1nc(-c2ccncc2)cs1)c1ccco1 | 4.5% | -5
O=C(Oc1ccc2ccccc2c1)c1ccco1 | 0.7% | 0
O=C1NC2(CCCCCC2)N=C1c1ccc(F)cc1 | -2.4% | 1
CCS(=O)(=O)CCSc1nc2ccccc2o1 | 0.1% | 4
COc1ccc(C)cc1NC(=O)C1CC(=O)N(Cc2ccco2)C1 (centres undefined) | 7.0% | x
Cc1cccc(NC(=S)NCc2ccc3c(c2)OCO3)c1C | -0.8% | -1
CCOC(=O)C(C)Sc1nc(N)c(NC(=O)c2ccc(OC)c(OC)c2)c(=O)[nH]1 (centres undefined) | -0.5% | 22
O=c1oc(-c2cc3ccccc3o2)nc2sc3c(c12)CCCC3 | 1.8% | 5
O=C(CN1CCc2ccccc2C1)Nc1ccccc1N1CCCCCC1 | -3.1% | x
O=C(COC(=O)/C=C/c1ccccc1[N+](=O)[O-])Nc1ccc(OCc2ccccc2)cc1 | 0.6% | -4
CC1=NN(c2ccc(C)c(C)c2)C(=O)C1C(c1cccc(O)c1)C1C(=O)N(c2ccc(C)c(C)c2)N=C1C (centres undefined) | 1.6% | x
COc1nc(C)ccc1-c1noc(-c2ccncc2)n1 | 3.8% | -1
O=C(O)CS(=O)CC(=O)Nc1cccc(C(F)(F)F)c1 (centres undefined) | 3.1% | 2
COc1cccc(/C=N/NC(=O)C[n+]2ccccc2)c1OC | -7.2% | x
COc1ccc(-c2nnc(SCc3cccc(C)c3)n2N)cc1 | -2.6% | 19
CCc1ccccc1NC(=O)CNC1CCCCC1 | -3.2% | 11
COC(=O)c1ccc(Cn2cc(C(F)(F)F)ccc2=O)cc1 | 1.8% | -11
CC(C)=NOc1nc(N(C)C)nc(N(C)C)n1 | -1.2% | 7
Cc1ccc(S(=O)(=O)CNC(=S)c2ccc3ccccc3c2)cc1 | 2.1% | -7
CCN(CC)S(=O)(=O)c1cccc(-c2nnc(SC(C)C#N)n2Cc2ccccc2)c1 (centres undefined) | 3.2% | 4
CC1(C)Oc2ccc(C(=O)N3CCc4ccccc43)cc2N(CC(=O)N2CCCC2)C1=O | 1.4% | x
Cc1nc2ccc(NC3=NCCCCC3)cc2s1 | 0.8% | 29
Cc1ccc(C2C(=O)N(C3CCC(C)CC3)CC(=O)N2C2CC2)cc1 (centres undefined) | 6.6% | x
O=C(CSc1nnnn1-c1ccc2c(c1)OCCO2)N1CCN(C(=O)c2ccco2)CC1 | 1.8% | -11
CN(CC(=O)O)S(=O)(=O)c1ccc(F)cc1 | 2.3% | x
Cn1c2[n+](c3ccc(Cl)cc3c1=O)Cc1ccccc1-2 | 0.6% | x
CCC(C)c1ccccc1NC(=O)Cc1coc2cc3c(cc12)CCC3 (centres undefined) | 2.4% | x
CCOC(=O)CSc1ccccn1 | -2.6% | -7
O=C(CN1C(=O)c2ccccc2C1=O)N1CCN(c2ccccc2)CC1 | 2.8% | x
C(=N\n1cnnc1)/c1ccc(N2CCOCC2)s1 | -1.1% | 11
COCCOC(=O)c1nccnc1C(=O)Nc1ccc(S(=O)(=O)N2CCOCC2)cc1 | 0.4% | 6
Cc1ccc(-n2c(C)cc(/C=N/NC(=O)c3ccc(CN4CCOCC4)cc3)c2C)cc1 | 1.3% | x
COc1ccc(-c2cn(-c3ccccc3)c3[n+]2CCS3)cc1 | 0.1%&1.4% | -8
N#C/C(=C/c1ccc(-c2ccc(S(N)(=O)=O)cc2)o1)c1nc2ccccc2s1 | 6.3% | x
CCOC(=O)CCC(=O)NCc1ccc2[nH]c(C)cc2c1 | 1.2% | -10
O=C1C2CCCN2C(c2cccs2)N1c1ccc(F)cc1 (centres undefined) | -8.0% | x
COc1ccc(Cn2c(CCC(=O)Nc3ccccc3)nc3cccnc32)cc1 | 1.4% | x
CN(CCCN1CCCCC1)C(=O)CCc1nnc(C2CCCCC2)o1 | 0.6% | x
O=C1/C(=C\c2cccnc2)Sc2ccccc21 | -1.2% | x
Cc1ccc(OCC(=O)NC(=S)Nc2ccc(Br)cn2)cc1 | 1.9% | 4
COc1ccc(C(C)NC(=O)Cc2ccc(Br)cc2)cc1 (centres undefined) | 0.6% | 0
Cc1nnc(SCC(=O)NCc2ccc3c(c2)OCO3)s1 | 0.9% | x
O=C(CSc1n[nH]c(-c2ccccc2Br)n1)NC(=O)NCc1ccco1 | -2.4% | -8
COc1cc(C(=O)Nc2cnc(NC(=O)C(C)C)cc2C)cc(OC)c1OC | 2.9% | x
COc1ccc(CCC(=O)Nc2nc3ccccc3[nH]2)cc1 | -3.6% | x

4 of the compounds above, as comma-separated lines:
mol,GlmU inhibition,Mtb RmlCD inh
COCCOC(=O)c1nccnc1C(=O)Nc1ccc(S(=O)(=O)N2CCOCC2)cc1,0.4%,6
Cc1ccc(-n2c(C)cc(/C=N/NC(=O)c3ccc(CN4CCOCC4)cc3)c2C)cc1,1.3%,x
COc1ccc(-c2cn(-c3ccccc3)c3[n+]2CCS3)cc1,0.1%&1.4%,-8
N#C/C(=C/c1ccc(-c2ccc(S(N)(=O)=O)cc2)o1)c1nc2ccccc2s1,6.3%,x

Source: PubChem (several laboratories)
